hgDAF12 agonist = H. glycines DAF-12 receptor agonists, primary screen, cell-based, luminescence, HEK293, GAL4 fusion, UAS-luciferase; Nuclear hormone receptor DAF-12 (Heterodera glycines), GAL4 fusion; HEK293 GAL4-hgDAF12 UAS-luciferase reporter, agonist luminescence; normalized to butyrate control; activation, % at 6.8 µM; hit rate 1.8% among 370,000; AID 687014, 2013;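 active means activation above a cutoff set at the mean of all screened compounds plus 3 SD, cut at about 10% in these data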;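 further: 0% = DMSO wells and 100% = sodium butyrate wells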
DAX1 inh-1 = DAX1 (NR0B1) inhibitors, primary screen, cell-based, HEK293, Gal4-DAX1, luciferase luminescence | Nuclear receptor subfamily 0 group B member 1 (Homo sapiens), P51843 | inhibition, % at 6.75 µM | HEK293 Gal4-DAX1 luciferase reporter | hit rate 0.99% among 340,000 | AID 504766, 2011;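 active means inhibition above the mean over all tested compounds plus 3 SD, cut at about 4.2% in these data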;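 further: 0% = DAX1-transfected cells with DMSO and 100% = empty-vector control cells with DMSO; inhibition shows as a rise in luminescence from relieved DAX1 repression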
Target sequence (P51843 207-470 limits assumed): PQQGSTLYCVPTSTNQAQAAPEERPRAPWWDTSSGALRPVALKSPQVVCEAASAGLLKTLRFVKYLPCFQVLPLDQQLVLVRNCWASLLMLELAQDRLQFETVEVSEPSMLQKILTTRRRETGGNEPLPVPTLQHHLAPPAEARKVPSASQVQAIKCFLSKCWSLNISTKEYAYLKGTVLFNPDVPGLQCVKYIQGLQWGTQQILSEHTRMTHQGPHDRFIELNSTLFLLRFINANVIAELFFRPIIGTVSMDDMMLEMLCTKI
DAX1 inh-2 = DAX1 (NR0B1) inhibitors on StAR promoter, primary screen, cell-based, luminescence, SF-1 (NR5A1), full-length DAX-1. HEK293T StAR-luciferase reporter, SF-1/DAX-1 repression relief. inhibition, % at 6.8 µM. hit rate 1.1% among 370,000. AID 652010, 2013;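 active means inhibition above the mean over all tested compounds plus 3 SD, cut at about 3.6% in these data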;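 further: 0% = DAX-1 cells with DMSO and 100% = cells lacking DAX-1 with DMSO; higher inhibition means more luminescence from relief of DAX-1 repression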
PLC-beta3 inh = human PLC-beta3 inhibitors, primary screen, biochemical, fluorescence. 1-phosphatidylinositol 4,5-bisphosphate phosphodiesterase beta-3 (Homo sapiens), Q01970. Purified PLC-beta3, fluorogenic substrate. inhibition, % at 12.2 µM. hit rate 0.18% among 370,000. AID 720704, 2013; in the data active means inhibition above about 11%;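 further: 0% = median of compound wells on plate and 100% = full blocker control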
SMARCA2 act = SMARCA2 (BRM) function activators, primary screen, cell-based, luminescence, high throughput | activation, % at 9.1 µM | AID 652017, 2013 | hit rate 1% among 370,000 | MG213 cells, MMTV-luciferase reporter, dexamethasone, overnight; in the data active means activation above about 7.8%;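 further: 0% = vehicle wells and 100% = reference activator wells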
ssDAF-12 act = S. stercoralis DAF-12 nuclear receptor activators, primary screen, cell-based, luminescence, HEK293, GRIP1 co-expression, lit1-tk-luc. Nuclear hormone receptor DAF-12 (Strongyloides stercoralis). HEK293 ssDAF-12/GRIP1 lit1-tk-luc reporter; % of 3 µM dafachronic acid response. activation, % at 6.8 µM. hit rate 1% among 370,000;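 active means activation above the mean over all tested compounds plus 3 SD, cut at about 0.9% in these data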;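 further: 0% = DMSO-only wells and 100% = 3 µM delta7-dafachronic acid wells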
HGIII-sPLA2 inh = human group III sPLA2 inhibitors, primary screen, biochemical, QFRET, BODIPY PC-A2 liposome substrate; Group 3 secretory phospholipase A2 (Homo sapiens), Q9NZ20; QFRET BODIPY PC-A2 liposome hydrolysis, fluorescence; inhibition, % at 12.2 µM; hit rate 0.56% among 370,000; AID 743126, 2013;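 active means inhibition above mean plus 3 SD of compounds lying within the high and low control bounds, cut at about 19% in these data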;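 further: 0% = median of test compound wells and 100% = no enzyme DMSO wells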
PG9 Ab binder = binders of HIV-1 gp120 antibody PG9, primary screen, biochemical, TR-FRET | TR-FRET gp120-PG9 antibody binding | inhibition, % at 6.7 µM | hit rate 0.43% among 360,000; in the data active means inhibition above about 8.5%
NR1D1 modulator = modulators of Rev-erb alpha DNA binding, primary screen, biochemical, FITC-DNA, fluorescence polarization, uHTS. Nuclear receptor subfamily 1 group D member 1 (Homo sapiens), P20393. Rev-erbα–FITC-DNA binding, 90 min. activity, % at 10 µM. hit rate 0.79% among 370,000;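 active means activity above about 14%, limit read from the data; passing the limit was not always enough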;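 further: 0% = DMSO wells with 35 nM protein and 100% = DMSO wells with 750 nM protein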
Target sequence (P20393 whole entry, looked up): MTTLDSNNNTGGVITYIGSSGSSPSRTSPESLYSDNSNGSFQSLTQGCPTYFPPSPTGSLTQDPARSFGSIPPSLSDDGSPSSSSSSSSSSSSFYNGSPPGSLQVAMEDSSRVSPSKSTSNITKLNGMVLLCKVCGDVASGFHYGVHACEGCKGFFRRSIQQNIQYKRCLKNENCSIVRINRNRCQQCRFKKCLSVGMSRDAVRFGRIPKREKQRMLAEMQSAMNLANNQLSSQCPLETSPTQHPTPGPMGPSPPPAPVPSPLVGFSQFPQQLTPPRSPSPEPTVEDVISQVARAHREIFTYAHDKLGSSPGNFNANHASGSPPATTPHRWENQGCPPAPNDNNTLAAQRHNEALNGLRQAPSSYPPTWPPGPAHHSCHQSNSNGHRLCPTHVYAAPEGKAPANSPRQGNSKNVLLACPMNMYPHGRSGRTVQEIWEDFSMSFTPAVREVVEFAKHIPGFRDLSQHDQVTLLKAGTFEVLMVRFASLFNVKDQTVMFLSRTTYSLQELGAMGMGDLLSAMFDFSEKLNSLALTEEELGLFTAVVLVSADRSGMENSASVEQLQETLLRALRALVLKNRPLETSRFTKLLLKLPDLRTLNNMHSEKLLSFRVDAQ
FXN GAA850 act = FXN promoter activators, primary screen, cell-based, luciferase luminescence, HEK293 lucGAA850; HEK293 lucGAA850 FXN promoter luciferase reporter, 24 h; percent of 10 µM SAHA response; activation, % at 6 µM; hit rate 0.56% among 360,000;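 active means activation above the average of all compounds screened plus 3 SD, cutoff fixed separately per campaign, cut at about 7.5% in these data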;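 further: 0% = DMSO wells and 100% = 10 µM SAHA wells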
hcDAF-12 act = H. contortus DAF-12 nuclear receptor activators, primary screen, cell-based, luminescence, HEK293, lit1-tk-luc reporter. HEK293 hcDAF-12 lit1-tk-luc reporter; 0% DMSO, 100% Δ7-dafachronic acid. activation, % at 6.8 µM. hit rate 1.4% among 370,000;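 active means activation above the mean of all tested compounds plus 3 SD, cut at about 5.5% in these data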;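 further: 100% = response to 3 µM Δ7-dafachronic acid high control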
Active calls of the source: *; . = no result given; & = joins results of further samples. An unsorted share of the library; about 7% have a hit in one of these screens.

Sequence of screens – hgDAF12 agonist	DAX1 inh-1	DAX1 inh-2	PLC-beta3 inh	SMARCA2 act	ssDAF-12 act	HGIII-sPLA2 inh	PG9 Ab binder	NR1D1 modulator	FXN GAA850 act	hcDAF-12 act
- CCN1C(=O)C(NC(C)=O)c2cc(OC)ccc21 (stereo not drawn)
 : -0.5	0.4	0.0	-5	-1	-0.6	3	-0.4	1	-1.8	-0.9
- CCOc1cc(CN2CCC(CO)(Cc3cccc(C(F)(F)F)c3)CC2)ccc1OC
 : -2.0	0.4	-0.2	-5	-1	-2.0	-17	-0.7	2	-3.7	-2.1
- O=C1N/C(=N/NC(=O)c2cccc3ccccc23)S/C1=C\c1ccccc1OCc1ccccc1
 : -1.0	-1.0	-1.1	-39	-1	-2.0	13	-0.1	-2	-2.0	-1.3
- O=C1c2cccc3cccc(c23)C(=O)N1CCN1CCN(CC(O)COc2ccccc2)CC1 (stereo not drawn)
 : 0.0	-0.9	-0.2	0	-2	-1.3	-2	-1.7	-2	-0.5	-1.1
- COc1ccccc1OCCNC(=O)c1cccc(S(=O)(=O)N2CCN(Cc3ccccc3)CC2)c1
 : -2.3	-0.1	-0.5	-5	-2	-1.9	-16	-1.4	2	-0.6	-1.4
- CCOc1cc(C(=O)NCc2ccc3c(c2)OCO3)cc(OCC)c1OCC
 : 0.3	-0.3	-0.1	-9	1	-1.5	5	-2.0	4	2.8	-1.7
- CCOc1ccc(NC(=O)CN2CCN(S(=O)(=O)c3ccc(Cl)cc3)CC2)cc1
 : 2.1	-0.8	-0.7	2	2	-0.5	-4	-1.1	3	-1.6	0.6
- COCCNC(=O)c1cn(C)c(=O)c2cc(OC)c(OC)cc12
 : 0.8	0.8	0.6	5	4	-1.5	11	-1.7	-2	-1.9	-0.5
- Cc1ccc(Cc2c(-c3ccc(Cl)cc3)nc3ccc(Br)cn23)cc1
 : 8.0	2.2	2.7	-12	2	-0.1	-25	5.1	6	1.4	1.2
- Cc1cc(C(C)(C)C)cc(C)c1CC1=NCCN1
 : 0.0	1.6	0.4	-4	0	-0.7	5	-0.7	2&-3	1.0	-1.1
- CCOC(=O)c1[nH]cnc1C(=O)O
 : -3.0	0.4	-0.4	2	-3	-1.1	-9	0.2	8	0.7	-0.2
- CC1CN(S(=O)(=O)c2cccc(C(=O)OCc3cc(=O)oc4cc(O)ccc34)c2)CC(C)O1 (stereo not drawn)
 : -1.3	-1.8	-0.7	-277	-5	-0.6	-27	-0.9	-3	0.6	-4.0
- CCOC(=O)C1CCN(C(=O)c2ccccc2NC(C)=O)CC1
 : -1.1	0.3	0.1	2	0	-1.0	-4	1.7	-2	-0.6	-0.6
- Cc1noc(C)c1-c1ccc(C(=O)Nc2ccccc2)c2occc12
 : 18*	.	9.7*	-2	12*	1.0*	-8	-0.8	-7	4.1	5.4
- Cc1ccc(-c2csc3ncnc(-n4nc(C)cc4N)c23)cc1
 : -2.5	0.5	-0.5	3	1	-1.0	-1	-1.0	3	-1.5	-1.8
- CC(C)(C)n1nc(C2CC2)c(Br)c1NC(=O)c1ccccc1F
 : -1.6	.	-1.6	-3	-4	-1.6	-4	1.0	-9	.	-0.4
- CC(C)(C)C(=O)CC1(O)C(=O)N(Cc2ccc(Cl)cc2)c2ccccc21 (stereo not drawn)
 : 2.6	-2.0	0.2	3	0	-1.9	-6	-0.4	-1	0.6	-1.3
- CN(C(=O)COC(=O)c1cc2ccccc2cc1O)c1c(N)n(Cc2ccccc2)c(=O)[nH]c1=O
 : 0.6	0.6	-0.8	-84	-2	-0.9	-9	1.1	-4	1.2	1.5
- CC1C/C(=N/NC(=O)c2cccs2)CC(C)(C)C1 (stereo not drawn)
 : 14*	5.9*	2.8	-2	3	-0.3	-4	0.8	1	2.6	1.6
- OCC1(CCOc2ccccc2)CCN(CC2=Cc3cc(Cl)ccc3OC2)CC1
 : -1.0	-1.3	-0.2	-4	-5	-1.1	-11	1.0	3	0.1	-1.1
- COc1cccc(-c2nc(-c3ccccc3)[nH]c(=O)c2C#N)c1
 : 0.6	-0.6	-0.5	1	-2	-0.3	5	1.6	-1	-1.3	-2.0
- O=[N+]([O-])c1cc2c(c(CSc3nnnn3-c3ccc(O)cc3)c1)OCOC2
 : -3.0	-2.2	0.8	2	0	-1.2	-36	-1.8	-5	2.4	-2.4
- O=C(CSc1nc2cc3c(cc2c(=O)n1CCC1=CCCCC1)OCO3)NCc1ccco1
 : 0.7	-0.5	0.2	-2	1	-1.1	3	-0.3	-3	1.0	1.9
- c1ccc(N2CCN(c3nc4cc5c(cc4s3)OCCO5)CC2)cc1
 : 4.1	0.4	-0.4	1	1	-1.1	-4	3.0	3	1.2	-1.0
- O=C(NC1CC1)c1cc(Cl)ccc1[N+](=O)[O-]
 : 0.6	0.7	-1.2	-1	-2	-1.1	-1	1.4	-2	-0.8	-0.8
- CCOC(=O)C1(C)CCCN(C(=O)c2ccc(C)c(F)c2)C1 (stereo not drawn)
 : -1.6	.	1.1	6	-3	-0.4	0	-3.5	2	-1.1	1.1
- CSc1ccc(CN(C)C(=O)CNC(=O)CNS(=O)(=O)c2ccc(C)c(C)c2)cc1
 : -2.5	2.6	-1.0	-5	-3	-1.4	-12	0.3	1	-2.9	-3.2
- CCOC(=O)n1cnc2nc(N)nc(SC)c21
 : -0.4	-1.2	-0.1	-3	-3	-1.2	1	0.2	-1	1.0	0.5
- Cc1c(C(=O)OC(C)C)nnn1-c1nonc1N
 : 1.2	-0.9	0.7	5	-1	-0.8	2	-0.6	-2	0.1	1.6
- CC(=O)Nc1ccc(NC(=O)c2ccc(-c3ccnn3C)c3ccoc23)cc1
 : -9.8	.	-3.0	-22	-3	-2.6	10	-0.2	-4	-5.8	-6.3
- CCc1ccccc1NC(=O)C1CCC(=O)N(c2ccc(OC)cc2)C1c1ccc(OC)cc1 (stereo not drawn)
 : 0.4	.	1.6	3	9.6*	-0.6	-5	.	-4	.	0.5
- C/C(=N/NC(=O)CN1CCN(Cc2ccccc2)CC1)c1ccc([N+](=O)[O-])cc1
 : -0.7	-1.1	-0.4	0	-2	-1.0	-1	0.8	-3	2.8	-0.1
- NC(=O)N/N=C/c1ccccc1OCC(=O)NCc1ccccc1
 : -0.4	-0.4	1.2	2	-1	-1.5	-1	-2.1	-6	1.8	1.2
- COc1ccc(C(=O)Nc2cc3c(oc2=O)CCCC3=O)cc1
 : 8.8	0.9	1.3	0	5	-0.9	2	0.8	-12	4.2	0.0
- CC(C)C(=O)N1CCN(c2ccccc2NC(=O)c2cccc3ccccc23)CC1
 : -2.7	-0.1	-1.2	-3	0	-0.5	-11	0.1	5	0.2	-2.9
- CCOc1ccc(N2CC(C(=O)Nc3ccc(OC)c(S(=O)(=O)N4CCCCC4)c3)CC2=O)cc1 (stereo not drawn)
 : -1.3	-0.1	-2.1	-10	5	-2.0	-18	-0.3	-7	-1.0	-2.0
- CCn1c(=O)n(CC(=O)N2CCCC2)c(=O)c2ccccc21
 : 4.4	.	-0.6	-5	-3	-1.4	0	.	2	.	1.4
- COc1ccc(OCCOC(=O)C(C)NS(=O)(=O)c2ccc(NC(C)=O)cc2)cc1 (stereo not drawn)
 : 1.6	-0.8	-0.8	-3	-1	-1.5	-4	-1.9	-3	1.7	0.1
- Fc1ccc2cnc(C3=CCCCC3)cc2c1
 : 7.3	1.7	0.3	-2	3	-0.1	1	-0.5	-3	1.6	2.5
- CCc1[nH]nc2c1C(c1ccc(Br)s1)C(C#N)=C(N)O2 (stereo not drawn)
 : 0.7	0.2	-0.6	-1	1	-1.2	-5	-3.4	0	2.7	3.8
- COc1ccccc1NC(=O)c1ccc(S(=O)(=O)N2CCCC2)cc1
 : -2.1	1.1	-1.4	2	1	-1.2	-3	-0.9	4	1.9	-3.0
- Cc1ccccc1NCN1C(=O)C2CCC(C)(C1=O)C2(C)C (stereo not drawn)
 : 3.4	0.6	-0.2	0	-2	-0.5	0	1.4	-5	0.6	-0.4
- CCOCCCn1c(=S)[nH]c2cc(C(=O)N3CCN(c4ccccc4)CC3)ccc2c1=O
 : 1.7	0.3	-0.2	-8	-4	-0.6	7	0.1	0	-0.3	-1.3
- COc1cccc(OC)c1C(=O)Oc1ccc2c(c1)O/C(=C\c1ccncc1)C2=O
 : -1.9	-1.2	-0.2	-4	-1	-0.7	0	0.3	2	0.7	-1.0

Given as labelled records: part of the list above.
Molecule: C/C(=N/NC(=O)CN1CCN(Cc2ccccc2)CC1)c1ccc([N+](=O)[O-])cc1
  hgDAF12 agonist = -0.7; DAX1 inh-1 = -1.1; DAX1 inh-2 = -0.4; PLC-beta3 inh = 0; SMARCA2 act = -2; ssDAF-12 act = -1.0; HGIII-sPLA2 inh = -1; PG9 Ab binder = 0.8; NR1D1 modulator = -3; FXN GAA850 act = 2.8; hcDAF-12 act = -0.1

Molecule: O=[N+]([O-])c1cc2c(c(CSc3nnnn3-c3ccc(O)cc3)c1)OCOC2
  hgDAF12 agonist = -3.0; DAX1 inh-1 = -2.2; DAX1 inh-2 = 0.8; PLC-beta3 inh = 2; SMARCA2 act = 0; ssDAF-12 act = -1.2; HGIII-sPLA2 inh = -36; PG9 Ab binder = -1.8; NR1D1 modulator = -5; FXN GAA850 act = 2.4; hcDAF-12 act = -2.4
